Rpn11 inh: inhibitors of human proteasome Rpn11 | O00487 | human 26S proteasome, Ub4-pepOG fluorescence polarization; 20S core pre-blocked with epoxomicin | AID 588493 | calls only at 20 µM | 360,000 compounds, 0.59% hits;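 active means inhibition at 20 µM, scaled to each plate's controls, above about 33%, limit read from the data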
NadD inh: NadD (S. aureus) enzyme inhibition | purified NadD enzyme, colorimetric absorbance read-out | inhibition, % at 20 µM | 360,000 compounds, 0.78% hits | AID 602399; in the data active means inhibition above about 26%; further: some compounds past the cut are filed as inactive
MT1-MMP act inh: MT1-MMP (human) activation inhibition. 360,000 compounds, 0.061% hits. HT1080 RFP-PRO-GFP cells, GFP/RFP ratio fluorescence, overnight; percent of plate control window, DMSO zero. GFP/RFP ratio change, % at 20 µM. P50281;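 active means GFP/RFP ratio change of at least 30% with cell ATP level not reduced by more than half and red fluorescence within 50% of control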; further: strong numbers were not always called active
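Assay system – RFP-PRO-GFP reporter HT1080 cells · Compound dosing – single dose of 20 µM compound, 1% DMSO final · Incubation – overnight compound exposure at 37 °C · Measure – GFP/RFP fluorescence ratio · Benchmarks – DMSO wells and RFP-L50D-GFP cells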
DNMT1 block: DNMT1 (human) enzyme inhibition; P26358; DNMT1 molecular beacon, Hinp1I cleavage, fluorescence; inhibition (reported as % activation of signal), % at 10 µM; 360,000 compounds, 0.83% hits; in the data active means inhibition above about 50%
SUMO1 PPI mod: alters human SUMO1 binding to SIM partners; inhibition, % at 20 µM; 360,000 compounds, 0.33% hits; AID 602429; SUMO1 binding to a labelled peptide, TR-FRET, 1 h; P63165; in the data active means inhibition above about 37%
Target sequence (P63165 whole entry, looked up): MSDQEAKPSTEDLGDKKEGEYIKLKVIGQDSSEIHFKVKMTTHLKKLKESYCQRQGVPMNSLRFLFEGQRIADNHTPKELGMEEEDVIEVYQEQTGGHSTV
STEP block: inhibitors of human striatal-enriched phosphatase STEP. P54829. 360,000 compounds, 0.25% hits. inhibition, % at 20 µM. recombinant STEP, OMFP fluorogenic substrate, fluorescence;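 active means inhibition at 20 µM, scaled per plate between control wells, above about 37%, limit read from the data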;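 further: 0% = DMSO with enzyme and substrate and 100% = substrate only without enzyme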
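System: isolated STEP enzyme; schedule: 20 min enzyme reaction at room temperature, protected from light; medium: Bis-Tris buffer pH 6.0, 2.5 mM DTT, 0.005% Tween 20; signal: fluorescence, 480/540 nm; dosing: single compound dose of 20 µM, 1% DMSO final; also added: OMFP substrate, 25 µM final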
Scp-1 inhibitor: inhibitors of human Scp-1 phosphatase | Q9GZU7 | Recombinant Scp1, phosphopeptide, malachite green phosphate absorbance | inhibition, % at 20 µM | 340,000 compounds, 0.88% hits | AID 493091;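 active means inhibition above about 50% at 20 µM, limit read from the data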;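 further: plate controls were DMSO wells with enzyme for no effect and wells lacking enzyme for full effect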
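Times: enzyme reaction 45 min at room temperature, colour 5 min, stabilisation 30 min. Material: SCP-1 catalytic fragment, aa 76-261. Medium: Acidic Tris acetate buffer with magnesium and detergent. Signal: colorimetric free-phosphate detection, absorbance 630 nm. Read-out basis: % inhibition of SCP-1 phosphate liberation. Reagent: Phosphorylated 17-residue peptide substrate.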
NRP1-CendR mod: NRP-1/CendR interaction modulation. O14786. FAM-RPARPAR peptide binding to NRP-1, fluorescence polarization. inhibition, % at 25 µM. 360,000 compounds, 0.85% hits. AID 602438;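 active means inhibition or corrected inhibition above about 18%, plus a signal ratio from 0.5 to 1.5, limit read from the data, passing the limit was not always enough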; further: strong numbers were not always called active
Target sequence (O14786 whole entry, looked up): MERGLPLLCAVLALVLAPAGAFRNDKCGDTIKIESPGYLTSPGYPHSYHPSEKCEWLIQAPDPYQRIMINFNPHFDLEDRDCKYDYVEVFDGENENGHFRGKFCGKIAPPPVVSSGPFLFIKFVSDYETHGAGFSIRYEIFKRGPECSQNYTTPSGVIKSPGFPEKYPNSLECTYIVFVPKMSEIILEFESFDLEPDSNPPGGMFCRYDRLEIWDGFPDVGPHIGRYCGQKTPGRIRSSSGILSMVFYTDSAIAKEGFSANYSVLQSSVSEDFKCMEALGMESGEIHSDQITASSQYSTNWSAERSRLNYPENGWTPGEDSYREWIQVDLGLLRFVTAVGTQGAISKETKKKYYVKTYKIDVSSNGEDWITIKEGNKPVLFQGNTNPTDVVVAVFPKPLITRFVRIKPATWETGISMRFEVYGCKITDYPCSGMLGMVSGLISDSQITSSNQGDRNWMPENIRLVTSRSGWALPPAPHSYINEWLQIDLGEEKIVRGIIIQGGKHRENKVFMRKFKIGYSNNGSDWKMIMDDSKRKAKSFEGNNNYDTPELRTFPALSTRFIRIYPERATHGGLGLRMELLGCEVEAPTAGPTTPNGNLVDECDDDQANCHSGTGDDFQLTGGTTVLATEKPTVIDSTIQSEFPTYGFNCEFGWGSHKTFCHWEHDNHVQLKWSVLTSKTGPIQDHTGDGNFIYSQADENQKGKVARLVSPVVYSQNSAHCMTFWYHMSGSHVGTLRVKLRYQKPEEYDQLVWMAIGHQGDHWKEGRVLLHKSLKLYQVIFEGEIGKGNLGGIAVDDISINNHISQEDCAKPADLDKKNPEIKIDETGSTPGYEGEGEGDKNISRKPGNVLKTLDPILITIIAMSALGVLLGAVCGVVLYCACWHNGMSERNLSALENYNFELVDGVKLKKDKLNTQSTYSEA
LMPTP inh: LMPTP (human) inhibition. P24666. recombinant LMPTP-A, OMFP fluorogenic substrate, fluorescence intensity. inhibition, % at 20 µM. 360,000 compounds, 0.22% hits;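 active means compounds that cut the enzyme signal by at least half of the control window in the single-dose screen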;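 further: plate controls were DMSO wells with enzyme plus substrate for no effect and substrate without enzyme for full effect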
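Test system – LMPTP-A enzyme · Amount – LMPTP-A at 0.625 nM final in the reaction · Buffer or medium – Bis-Tris pH 6.0, DTT, detergent · Reagent – OMFP 400 µM · Doses – single 20 µM dose · Schedule – reaction 50 min, room temperature, dark · Detection – fluorescence intensity of OMFP turnover product · Evaluation – percent inhibition versus substrate-only and uninhibited controls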
SKN-1 block: inhibitors of C. elegans SKN-1. AID 624304. 360,000 compounds, 0.49% hits. inhibition, % at 21.8 µM. C. elegans VP596 Pgst-4::GFP/RFP ratio, acrylamide-induced, 24 h;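 active means interference check ratio from 0.5 to 1.5 plus GFP to RFP signal ratio inhibition reaching or exceeding a fixed threshold, cut at about 30% in these data, passing the limit was not always enough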; further: some compounds called inactive have numbers as strong as hits
* hit, by the source's call; i = inactive; x = no result given; + = active, no number.

| NadD inh | MT1-MMP act inh | NRP1-CendR mod | SKN-1 block | SUMO1 PPI mod | Scp-1 inhibitor | DNMT1 block | STEP block | Rpn11 inh | LMPTP inh | canonical_smiles |
| --- | --- | --- | --- | --- | --- | --- | --- | --- | --- | --- |
| 0 | -2 | 1 | 3 | -3 | -1 | 0 | -3 | i | 0.1 | CC(=O)N1CCN(Cc2nc3cc(Cl)ccc3c(=O)[nH]2)CC1 |
| -14 | 0 | 1 | 7 | -1 | -7 | 0 | -1 | i | 1.3 | COc1cc(Cl)c(C)cc1NC(=O)CSc1ccccc1 |
| -6 | 3 | 1 | -1 | -4 | -9 | -2 | 4 | i | -0.3 | O=C(NCCCN1CCOCC1)c1ccc2nc(Cc3cccc(Cl)c3)oc2c1 |
| -7 | 5 | 8 | 10 | -63 | x | -52 | 5 | i | -4.1 | CC(=O)Nc1cc(-c2cccc(C(=O)NCCN(C)C)c2)cn2c(-c3ccc(F)c(Cl)c3)cnc12 |
| 1 | -3 | -4 | 9 | -2 | 0 | -1 | -2 | i | 0.7 | Cc1nc2sc(C(c3cccc(F)c3)N3CCCC(C)C3)c(O)n2n1 (configuration not stated) |
| 4 | 5 | -7 | 18 | 1 | 0 | 3 | -4 | i | -0.5 | COC(=O)c1cccc(CSc2nnc(C)s2)c1 |
| -2 | 1 | 10 | 6 | -1 | -4 | -2 | 0 | i | -0.1 | CN(CC(=O)N1CCCCCC1)S(=O)(=O)c1ccc(F)cc1 |
| -1 | 4 | -9 | 2 | 2 | -7 | 4 | 1 | i | -0.1 | Cc1c(C(=O)N2CCOCC2)sc2nc(-c3ccccc3)cn12 |
| -1 | -2 | -2 | 18 | -6 | -7 | 0 | -6 | i | 0.1 | CCOC(=O)c1c(C)noc1CP(=O)(c1ccccc1)c1ccccc1 |
| -2 | 4 | -6 | -1 | -14 | -10 | -1 | -2 | i | -0.3 | COc1cc(/C=C/C(=O)OCC(=O)NC(=O)NC2CCCC2)ccc1OCC#N |
| 6 | 1 | 1 | -4 | 4 | -8 | 1 | -1 | i | 0.0 | CCOc1ccc(Br)cc1S(=O)(=O)Nc1cccc(S(=O)(=O)N2CCOCC2)c1 |
| 13 | 2 | -10 | 18 | 3 | 0 | 1 | 2 | i | 1.3 | CCCCCc1ccc(-c2ccc(OCC)cc2)nc1 |
| -12 | -7 | -1 | -27 | -2 | -21 | -2 | 1 | i | 0.4 | COc1cccc(C(C)NC(=O)Nc2cccc(C(F)(F)F)c2)c1 (configuration not stated) |
| 1 | -4 | -4 | 14 | 3 | -4 | 4 | -1 | i | 0.5 | CCOC(=O)C1CCN(C(=O)COC(=O)c2ccc(Br)o2)CC1 |
| 0 | -2 | 0 | 14 | 0 | 2 | -9 | 0 | i | 1.3 | C=CCn1c(C)cc(C(=O)CSc2nnc(NCc3ccccc3)s2)c1C |

An excerpt of these results, with two lines to a compound:
Below each compound: NadD inh	MT1-MMP act inh	NRP1-CendR mod	SKN-1 block	SUMO1 PPI mod	Scp-1 inhibitor	DNMT1 block	STEP block	Rpn11 inh	LMPTP inh
CC(=O)N1CCN(Cc2nc3cc(Cl)ccc3c(=O)[nH]2)CC1
    0	-2	1	3	-3	-1	0	-3	i	0.1
COc1cc(Cl)c(C)cc1NC(=O)CSc1ccccc1
    -14	0	1	7	-1	-7	0	-1	i	1.3
O=C(NCCCN1CCOCC1)c1ccc2nc(Cc3cccc(Cl)c3)oc2c1
    -6	3	1	-1	-4	-9	-2	4	i	-0.3

The listing picks up, repeating the 3 entries before the break.
| NadD inh | MT1-MMP act inh | NRP1-CendR mod | SKN-1 block | SUMO1 PPI mod | Scp-1 inhibitor | DNMT1 block | STEP block | Rpn11 inh | LMPTP inh | canonical_smiles |
| --- | --- | --- | --- | --- | --- | --- | --- | --- | --- | --- |
| -12 | -7 | -1 | -27 | -2 | -21 | -2 | 1 | i | 0.4 | COc1cccc(C(C)NC(=O)Nc2cccc(C(F)(F)F)c2)c1 (configuration not stated) |
| 1 | -4 | -4 | 14 | 3 | -4 | 4 | -1 | i | 0.5 | CCOC(=O)C1CCN(C(=O)COC(=O)c2ccc(Br)o2)CC1 |
| 0 | -2 | 0 | 14 | 0 | 2 | -9 | 0 | i | 1.3 | C=CCn1c(C)cc(C(=O)CSc2nnc(NCc3ccccc3)s2)c1C |
| 1 | -7 | -2 | 1 | 3 | -4 | -2 | 3 | i | 3.7 | COC(=O)c1ccc([C@H](NC(=O)c2ccco2)[C@]2(C)C[C@H]2C2CCCCC2)cc1 |
| -6 | -1 | -2 | 0 | 2 | -3 | 2 | -7 | i | -2.3 | Cn1c(SCC(=O)NC2CC2)nnc1-c1ccc(Cl)cc1 |
| -2 | -2 | 0 | 1 | 5 | 4 | 2 | 6 | i | 1.3 | COc1cc2cc(CN(Cc3ccc4c(c3)OCO4)C(=O)c3ccco3)c(=O)[nH]c2cc1OC |
| -8 | 2 | -9 | 14 | 1 | -4 | 3 | 2 | i | 2.6 | CCN(CC)C(=O)N1c2ccccc2Sc2ccccc21 |
| -2 | x | -14 | 16 | -2 | 0 | 6 | 0 | i | -3.2 | CCN(CC)CCCN(Cc1cc2cc3c(cc2[nH]c1=O)OCO3)C(=S)NCCCOC |
| 0 | -6 | 9 | 1 | -2 | 6 | 7 | -2 | i | -0.5 | Cc1cc(C(C#N)c2ccccc2F)n2ncnc2n1 (configuration not stated) |
| -1 | 1 | 10 | 8 | -21 | -7 | -1 | -1 | i | -1.7 | Cc1cccc(N=C2NC(=O)c3cc([N+](=O)[O-])ccc32)c1 |
| -8 | -10 | -12 | 10 | 0 | -16 | -7 | 2 | i | 5.4 | CC(C)NS(=O)(=O)c1ccc(CCC(=O)Nc2cc(Cl)ccc2Oc2ccccc2)cc1 |
| -2 | 0 | 4 | -6 | -3 | -5 | 0 | -1 | i | 0.1 | O=C(Nc1ccccc1)c1cccc(N2C(=O)C3C4C=CC(C4)C3C2=O)c1 (configuration not stated) |
| -4 | -3 | -2 | -20 | 1 | 20 | 0 | -2 | i | -1.6 | CC(C)c1cc(CN2CCN(CCC#N)CC2)cc(C(C)C)c1O |
| -3 | 2 | 6 | -4 | 0 | -1 | 1 | -4 | i | -2.0 | CS(=O)(=O)Nc1ccc(C(=O)N2CCCC2)cc1 |
| -6 | 5 | 7 | 12 | 0 | 1 | 5 | -2 | i | -0.2 | CN(CC1CCOCC1)C(=O)c1ccc2nc(Cc3cccc(Cl)c3)oc2c1 |
| 7 | 5 | 10 | 1 | -1 | -8 | -2 | -1 | i | -1.5 | Cc1ccnn1CCSCC(=O)O |
| -3 | 0 | 3 | 2 | -17 | -6 | 3 | 0 | i | 0.4 | O=C(Nc1cccc([N+](=O)[O-])c1)C1CC(=O)N(Cc2ccccc2)C1 (configuration not stated) |
| -7 | 4 | -9 | -8 | 0 | 2 | -1 | 0 | i | -0.1 | O=C(NC(=S)N(CCO)Cc1ccccc1)c1cc(Br)ccc1Cl |
| -1 | -1 | -4 | 11 | 6 | -11 | 2 | 2 | i | -2.4 | O=C(Nc1nc2c(F)cccc2s1)C1CC1 |
| 0 | 0 | 2 | 29 | -1 | -8 | 1 | 2 | i | 1.5 | COC(=O)c1ccc(C2/C(=C(\O)c3ccc4c(c3)OCCO4)C(=O)C(=O)N2CCCN2CCOCC2)cc1 (configuration not stated) |
| 3 | -4 | 2 | 5 | -2 | -8 | -2 | -3 | i | 0.8 | COc1cc(/C=C/C(=O)OCC(=O)Nc2ccc3c(c2)OCCO3)ccc1OCC#N |
| -1 | -5 | -7 | 13 | -1 | -14 | 3 | 2 | i | -4.1 | Cc1ccc(C2/C(=C(\O)c3cnn(-c4ccccc4)c3C)C(=O)C(=O)N2CCN(C)C)o1 (configuration not stated) |
| 0 | 4 | -5 | -4 | -1 | -2 | -2 | -4 | i | -1.6 | COc1ccc(CCN(C)CCC(=O)Nc2c(C)cc(C)cc2C)cc1OC |
| -1 | -3 | -11 | -4 | -1 | -9 | 1 | 0 | i | 0.0 | CCOC(=O)N1CCC(N2CCCC(CO)(Cc3cccc(OC)c3)C2)CC1 (configuration not stated) |
| -7 | -10 | 0 | 2 | -2 | -6 | -11 | 1 | i | 3.2 | COC(=O)c1c(-c2ccsc2)oc2ccc(-c3cc(OC)c(OC)c(OC)c3)cc12 |
| -6 | 2 | -7 | 24 | 3 | -6 | -5 | -1 | + | -0.2 | COc1cc(-c2cc(-c3ccc(F)cc3)nc(N)c2C#N)ccc1O |
| 3 | 3 | 13 | 5 | -3 | -4 | 5 | 0 | i | -1.1 | C=C(NS(=O)(=O)c1ccc(C)cc1)C(=O)OC |
| 1 | 1 | 7 | -9 | 2 | -4 | 0 | 2 | i | -1.9 | O=C(NCc1ccccc1)C(c1ccco1)N(C(=O)c1csnn1)C1CC1 (configuration not stated) |
| 9 | 13 | -20 | 13 | 17 | 86* | 1 | 47* | + | 49 | C=CCNC(=O)c1ccc(Cn2c(=S)[nH]c3cc4c(cc3c2=O)OCO4)cc1 |
| 5 | 0 | 2 | -15 | -2 | -1 | 1 | -2 | i | -0.5 | CC1CCCN(C(=O)C2CC(=O)N(c3ccc(Cl)cc3)C2)C1 (configuration not stated) |
| -2 | -6 | 7 | -4 | -4 | -4 | -1 | 0 | i | 0.3 | COc1ccc(CN(C2CCCCC2C)S(=O)(=O)c2ccc(S(=O)(=O)N(C)C)cc2)cc1OC (configuration not stated) |
| -4 | 10 | -1 | -11 | 23 | -10 | -10 | 1 | i | 1.1 | COc1ccc(CCNC(=O)c2cc(-c3ccco3)on2)cc1OC |
| 2 | 0 | 0 | 13 | 4 | -6 | 0 | -3 | i | 0.9 | COc1ccc(C(=O)Nc2c3c(nn2-c2cccc(Cl)c2)CS(=O)C3)cc1 (configuration not stated) |
| 1 | -1 | 2 | 14 | 1 | -4 | 0 | -1 | i | -0.3 | Cc1ccc(C)c(NC(=O)C(OC(=O)c2cnc(C)cn2)c2ccccc2)c1 (configuration not stated) |
| 7 | -6 | 14 | 21 | -4 | -5 | 0 | 2 | i | -1.2 | Cc1ccc(C(=O)NNC(=O)C(NC(=O)c2cccc(C)c2)C(C)C)cc1 (configuration not stated) |
| 1 | -1 | 1 | 7 | 3 | -10 | -6 | 0 | i | -0.9 | CC1(C)C[C@H]2C3=CCC4[C@@]5(C)CC[C@H](O)[C@@](C)(CO)C5CC[C@@]4(C)[C@]3(C)C[C@@H](O)[C@@]2(CO)[C@@H](O)[C@@H]1O (some centres not stated) |

Bioassay records: PubChem, Sanford-Burnham Center for Chemical Genomics
